# Salmonella PhoP GFP – PhoP-dependent GFP reporter repression – Salmonella Typhimurium, primary screen (AID 1863); inhibition, % at 50 µM, or IC50 in µM where a hit was titrated; S. Typhimurium PhoP-regulated promoter GFP reporter, 4 h; higher % means a stronger effect; 300,000 tested, 0.16% active;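 active means inhibition over 29.93%, a cutoff 3 SD above the screen mean, later confirmed by dose response; inconclusive means inhibition over 29.93% but no dose response follow-up; inactive means inhibition at most 29.93% or unconfirmed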;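 further: 0% = low Mg2+ inducing control and 100% = high Mg2+ repressing control; strong numbers were not always called active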
# NTR1 agonist – agonists of NTR1, primary screen, imaging, U2OS cells, beta-arrestin-GFP, high content (AID 493036); P30989; NTR1-U2OS beta-arrestin-GFP spot imaging, agonist mode; activation, % at 20 µM; 330,000 tested, 0.17% active;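 active means activation at or above 40% of the spot to cytoplasm intensity ratio, with at least 20 cells analyzed; inconclusive means wells under 20 cells, flagged as cytotoxic or low count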;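 further: 0% = DMSO without peptide and 100% = 100 nM NTR1 peptide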
# Target sequence (P30989 whole entry, looked up): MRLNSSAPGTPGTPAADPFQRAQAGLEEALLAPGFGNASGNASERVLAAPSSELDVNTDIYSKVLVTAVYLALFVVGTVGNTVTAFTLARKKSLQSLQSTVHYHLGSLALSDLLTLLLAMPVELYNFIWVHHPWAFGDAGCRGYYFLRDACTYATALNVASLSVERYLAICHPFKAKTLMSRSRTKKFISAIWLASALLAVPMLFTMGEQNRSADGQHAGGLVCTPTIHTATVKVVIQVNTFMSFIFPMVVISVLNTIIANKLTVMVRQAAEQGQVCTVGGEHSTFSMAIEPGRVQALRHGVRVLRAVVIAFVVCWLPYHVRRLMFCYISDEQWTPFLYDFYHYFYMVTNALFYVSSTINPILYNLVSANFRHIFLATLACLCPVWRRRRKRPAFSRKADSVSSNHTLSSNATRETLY
# T cell modulator – T cell immune modulators affecting CD8 T cell-vesicle binding. calls only at 7 µM. 2C CD8+ T cell-vesicle binding, flow cytometry; stronger effect = lower value. 330,000 tested, 0.068% active. AID 2052;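 active means response, share of CD8 T cells binding vesicles, and their 90th percentile fluorescence all below set limits, cut at about 80% in these data, passing the limit was not always enough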
#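 Assay system – 2C mouse CD8+ T cells · Also added – QL9-loaded Drosophila micro-vesicles · Timing – Cell–vesicle co-incubation 1.5 h at 37 °C, staining 20 min on ice · Signal – flow cytometry of vesicle-bound cells · Measure – percent CD8+ FL2 mean versus row control · Controls – Peptide-free naked vesicles (low) and QL9 vesicles with 0.7% DMSO vehicle (high)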
# TNAP activators – stimulation of alkaline phosphatase TNAP activity – biochemical, luminescent, no phosphate acceptor, uHTS, primary screen (AID 1001); purified TNAP, luminescent activation assay, no phosphate acceptor; higher activation fold means a stronger effect; one-dose activation fold at 20 µM; EC50 in µM for titrated hits; 200,000 tested, 0.03% active; in the data active means activation fold from about 3, or a potency from the dose series; inactive means the rest, 99 in 100 with activation fold below about 1.6; further: many of its hits are not listed in these tables
# Rac1 GTP hydrolysis – MgcRacGAP GTPase-activating activity inhibitors, confirmation, biochemical, ADP Hunter fluorescence; one-dose inhibition, % at 30 µM; IC50 in µM for titrated hits; 340,000 tested, 0.6% active; MgcRacGAP-stimulated Rac1 GTP hydrolysis, ADP Hunter fluorescence; higher % means a stronger effect; GST-tagged Rac1 F28L mutant substrate;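 active means first-screen hits whose inhibition reached a set limit at any dose in the follow-up dose series; inconclusive means inhibition above the set first-screen limit but never retested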;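 further: fluorescence reports GDP produced by GAP-driven GTP hydrolysis; strong numbers were not always called active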
# RSV CPE inhibition – RSV antiviral activity via CPE protection, HEp-2 cells, primary 10 µM value included (AID 2391). HEp-2 cells, RSV-induced CPE inhibition; higher % means a stronger effect. 310,000 tested, 0.13% active. CPE inhibition, % at 10 µM; hits with a dose series show IC50 in µM; in the data active means a potency from the dose series; inconclusive means CPE inhibition mostly from about 23% at the one dose, without a potency; inactive means the rest, 99 in 100 with CPE inhibition below about 21%; further: strong numbers were not always called active
# K1F lysis inhibition – inhibition of K1F phage lysis, E. coli UTI89, bacterial capsule biogenesis inhibitors, alamar blue (AID 488966) | E. coli UTI89 K1F phage lysis, alamar blue, 2 h; higher % means a stronger effect | inhibition, % at 100 µM; hits with a dose series show IC50 in µM | 340,000 tested, 0.02% active;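 active means phage lysis inhibition, versus mean bacterial control, above a set limit; inconclusive means no clear call, values can overlap the other calls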;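 further: capsule biogenesis inhibitors block K1F phage lysis so surviving cells raise fluorescence; higher fluorescence means more inhibition of phage lysis; actives were called in the ten point dose series up to 300 µM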
# Myeloid diff 2 – compounds promoting myeloid differentiation. 360,000 tested, 1% active. AID 624256. ER-HoxA9 myeloid progenitors, lysozyme-GFP differentiation, flow cytometry. calls only at 10 µM;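 active means normalized GFP-positive differentiation at or above the plate's own cutoff, the solvent-only control mean plus 3 SD; inconclusive means no clear call, values can overlap the other calls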;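 further: cells exposed to compound for four days before flow analysis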
# SV40 large T antigen – TAg ATPase/helicase activity blockers – biochemical (AID 1903); SV40 large T antigen ATPase/helicase inhibition assay; higher % means a stronger effect; one-dose inhibition, % at 20 µM; IC50 in µM for titrated hits; 310,000 tested, 0.39% active; in the data active means a potency from the dose series; inconclusive means inhibition mostly from about 32% at the one dose, without a potency; inactive means the rest, 99 in 100 with inhibition below about 32%; further: strong numbers were not always called active
# T cell modulator vesicle-bound % – further read-out of T cell modulator, marked with its call; double positive events, %; measured here: CD8+ vesicle-bound cell fraction;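 binding gate set so that unloaded-vesicle control wells show 10% double positive cells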
# NTR1 agonist cell count 20 µM – also measured in NTR1 agonist; calls as there; cell count; measured here: cell count, cytotoxicity flag
# Myeloid diff 2 GFP+ MAC1+ % – also measured in Myeloid diff 2; calls as there; GFP+ MAC1+ double positive, %; measured here: differentiation confirmed by MAC1 staining
# Active calls of the source: *; i = inactive; u = inconclusive; x = not tested or not shown; + = active, no number; [ ] = another dose, or the depositor's remark.
SMILES,Salmonella PhoP GFP,NTR1 agonist,NTR1 agonist cell count 20 µM,T cell modulator,T cell modulator vesicle-bound %,TNAP activators,Rac1 GTP hydrolysis,RSV CPE inhibition,K1F lysis inhibition,Myeloid diff 2,Myeloid diff 2 GFP+ MAC1+ %,SV40 large T antigen
CC1=NN(c2ccc(C(=O)O)cc2)C(=O)/C1=C\c1ccc(OC(=O)c2cccs2)cc1,3.7%,0.0,97,i,53.3,1.1,185µM*,-0.7%,-0.7%,i,0.2,u
CCOC(=O)c1c(C)[nH]c(C)c1S(=O)(=O)NCC1CCN(Cc2cccc(F)c2)CC1,-8.8%,0.5,85,i,36.9,x,7.8%,-2.2%,0.5%,i,0.9,7.5%
COc1cccc(N2CCN(C(C)C(=O)NC34CC5CC(CC(C5)C3)C4)CC2)c1 (centres undefined),6.9%,0.7,49,i,44.0,x,6.9%,4.2%,-0.4%,+,5.9*,5.3%
CCCCNC(=O)C1c2ccccc2C(=O)N(c2ccc(OC)cc2)C1c1ccc(OC)cc1 (centres undefined),-3.3%,1.7,85,i,21.9,1.1,4.4%,13.7%,0.7%,i,0.4,8.5%
C=CCNC(=O)C(=O)c1cccn1-c1ccsc1C(=O)OC,2.7%,2.7,50,i,49.5,0.9,4.3%,0.7%,0.7%,i,0.7,24.6%
COc1ccc(COc2ccc(S(=O)(=O)N3CCCC3)cc2C(N)=O)cc1F,1.3%,0.8,63,i,46.9,x,6.3%,1.1%,0.3%,i,0.7,6.1%
COc1ccc(N(C(=O)c2ccco2)C(C(=O)NC2CCCCC2)c2cccs2)cc1OC (centres undefined),-4.3%,-0.4,26,i,23.5,1.1,14.4%,2.4%,0.2%,i,0.6,17.6%
Cc1nnc(N/N=C/c2ccccn2)[nH]c1=O,42µM*,-0.4,61,i,34.7,x,2.9%,3.8%,0.2%,i,0.7,2.5%
CCOc1ccccc1NC(C)C(=O)Nc1cc(C(F)(F)F)ccc1N1CCOCC1 (centres undefined),1.2%,9.5,53,i,19.1,1.1,4.7%,16.2%,3.2%,i,0.0,8.1%
Cc1ccc2oc(-c3cccc(NC(=O)Cn4cnc5c(=O)n(C)c(=O)n(C)c54)c3)nc2c1,5.7%,21.0,36,i,14.1,1,x,14.8%,x,x,x,7.9%
CCN(C[C@H]1N[C@@](C)(C(=O)OC)[C@H]2C(=O)N(Cc3ccccc3)C(=O)[C@@H]12)S(=O)(=O)c1ccc(C(C)(C)C)cc1,x,-0.9,118,i,16.2,x,5.5%,x,0.1%,i,2.0,x
CCCC(=O)OCC(=O)Nc1ccc([N+](=O)[O-])cc1C#N,-9.4%,2.1,40,i,40.4,x,-3.1%,0.7%,0.2%,i,0.8,5.9%
CCOc1ccc(S(=O)(=O)Nc2cccc(C(=O)NCCCN3CCOCC3)c2)cc1,x,0.2,53,i,49.3,x,7.6%,-0.3%,1.1%[50 µM],i,1.0,x
Cc1ccc(NC(=O)Cn2c(=O)n(CCC(=O)NC3CCN(Cc4ccccc4)CC3)c(=O)c3ccccc32)cc1,-9.8%,0.5,57,i,28.3,1.1,8.5%,4.4%,0.3%,i,0.4,13.5%
CC(N)=Nc1ccc([N+](=O)[O-])cc1,-14.2%,-1.0,47,i,45.5,1,8.0%,3.7%,5.3%,i,0.5,7.9%
O=C(CSc1nccc(=O)[nH]1)Nc1ccc(F)c([N+](=O)[O-])c1,2.9%,-0.3,41,i,15.4,1.1,0.9%,1.9%,-2.0%,i,0.2,0.9%
O=C(NNC(=S)Nc1ccccc1)C1CCCCC1,-4.5%,1.8,44,i,3.6,1.7,2.1%,-1.0%,0.5%,i,0.8,5.0%
Cc1cc(Nc2c(C)n(C)n(-c3ccccc3)c2=O)c2ccccc2n1,-1.5%,1.6,78,i,64.9,1,10.2%,1.4%,0.0%[50 µM],i,1.0,6.2%
CC(C)(C)NC(=O)C(c1ccncc1)N(Cc1cccs1)C(=O)Cn1nnc(-c2cccs2)n1 (centres undefined),3.6%,4.3,45,i,43.7,1.2,4.7%,-0.8%,3.0%,x,x,23.6%
CNC(=O)CN(c1cc([N+](=O)[O-])ccc1OC)S(C)(=O)=O,2.4%,3.3,65,i,46.1,1.1,0.9%,3.3%,5.9%,i,0.7,3.5%
CCC(=Nc1ccccc1OC)C1=C(O)CC(c2ccccc2)CC1=O (centres undefined),4.3%,-0.3,64,i,56.0,1.1,0.7%,1.3%,-1.1%,i,0.1,2.6%
Cc1cc(NC(=O)CCC(=O)N(CC(=O)NCC2CCCO2)Cc2ccc(F)cc2)no1 (centres undefined),1.4%,-2.2,92,i,61.4,1.1,7.6%,1.2%,0.4%,i,1.0,12.9%
COc1ccc(NCCC#N)cc1,-2.7%,0.2,40,i,7.3,1.1,79.1µM*,0.4%,-0.4%[50 µM],i,1.1,16.0%
CCN(CC)CCCCCOc1ccccc1OC,-2.0%,-0.3,55,i,5.6,1.1,1.0%,-0.1%,-0.6%,i,6.4,7.3%
CN1CCNC(=O)C1CC(=O)NCCc1ccccc1F (centres undefined),-6.1%,-1.5,48,i,36.6,1,-0.5%,2.3%,0.6%,i,0.2,2.0%
Cc1c(NC(=O)C(C)OC(=O)C(NC(=O)c2ccco2)C(C)C)c(=O)n(-c2ccccc2)n1C (centres undefined),8.6%,0.3,83,i,58.9,1.1,2.7%,1.9%,7.9%,i,2.0,0.8%
CC1CN(CC(O)COC(c2ccc(Cl)cc2)c2ccc(Cl)cc2)CC(C)O1 (centres undefined),5.9%,7.0,39,i,48.7,1.1,0.0%,0.8%,-2.2%,i,0.8,24.4%
Cc1cc(S(=O)(=O)N2CCC3(CC2)OCCN3S(=O)(=O)c2cccs2)ccc1F,3.2%,4.3,59,i,43.1,x,-0.7%,1.1%,0.7%[50 µM],i,0.8,11.2%
COc1ccc(C(NC(C)=O)c2cc(Cl)c3cccnc3c2O)cc1 (centres undefined),5.6%,1.2,64,i,66.5,x,-5.6%,-0.8%,-1.9%,u,x,4.8%
CCOc1ccc(C(=O)OCc2nnc(-c3cccs3)o2)cc1OC,7.8%,-0.4,78,i,11.7,1.1,-1.2%,0.6%,-2.1%,i,2.3,1.4%
COc1cc(OC)cc(C(=O)N[C@H](C(=O)Nc2c(C)n(C)n(-c3ccccc3)c2=O)C(C)C)c1,x,-2.0,54,i,33.4,x,4.7%,x,0.6%[50 µM],i,1.5,x
COc1cccc(OC)c1C(=O)O/N=C(\N)c1ccncc1,-7.1%,0.1,46,i,47.0,x,7.2%,0.8%,0.6%,i,1.3,6.4%
Cn1cc(-c2nnnn2-c2ccc(Cl)cc2)c(C(F)(F)F)n1,0.2%,2.1,72,i,33.2,1.1,3.0%,-0.6%,0.6%,i,0.6,13.5%
COc1cc(/C=C/C(=O)Nc2cc(S(=O)(=O)N3CCOCC3)ccc2N2CCCC2)cc(OC)c1OC,-0.9%,-0.4,54,i,43.2,1,5.4%,-1.8%,-0.1%,i,0.5,3.4%
O=C(NC1CCN(S(=O)(=O)c2ccc(Cl)c(F)c2)CC1)c1cccnc1,-1.6%,1.0,58,i,15.5,x,9.0%,2.2%,-0.1%,i,0.6,6.5%
COc1ccc(NC(=O)CC2C(=O)N(C)C(=S)N2Cc2ccc3c(c2)OCO3)cc1 (centres undefined),-4.3%,0.3,58,i,17.7,1,-2.5%,0.3%,2.2%[50 µM],i,0.4,7.4%
O=C1C(=O)N(c2nccs2)C(c2ccccc2F)/C1=C(\O)c1ccc2c(c1)OCCO2 (centres undefined),-1.1%,3.8,57,i,20.4,x,13.3%,3.4%,0.2%,i,1.1,12.2%
O=C(COC(=O)c1ccc(Br)cc1)Nc1cccnc1Cl,x,2.5,95,i,36.5,x,4.8%,2.2%,0.7%[50 µM],i,1.2,x
COC(=O)c1c(C)[nH]c(C(=O)NCc2ccco2)c1C,4.9%,-2.5,54,i,44.1,1.2,3.3%,0.0%,0.3%,i,0.2,7.2%
Cc1ccc(S(=O)(=O)N2CCOC2CNC(=O)C(=O)NCC(C)C)cc1 (centres undefined),-1.6%,-0.3,63,i,8.2,x,1.4%,0.9%,-0.1%,i,0.3,12.1%
COc1ccc(OC)c(NC(=O)C(CC(=O)O)Cc2ccc(Cl)cc2)c1 (centres undefined),-20.7%,0.5,38,i,51.9,1,9.1%,1.1%,0.9%,i,0.9,-2.9%
N#Cc1ccsc1NC(=O)CCc1ccccc1,1.4%,-0.1,46,i,35.3,1,3.2%,1.5%,0.3%,i,0.2,10.3%
Cc1ccc(OCc2n[nH]c(=S)n2-c2ccc(Cl)cc2)cc1,-2.6%,0.7,77,i,44.7,x,8.0%,0.1%,-0.5%,i,0.4,7.7%
Cc1ccc(S(=O)(=O)NC2CCOC(C)(C)C2)cc1 (centres undefined),21.5%,-1.6,54,i,47.8,1.1,3.6%,1.0%,-0.5%,i,1.7,0.0%
O=C(O)COc1ccc(/C=C/C(=O)c2ccc3ccccc3c2)cc1,1.0%,0.7,42,i,28.9,x,10.4%,2.9%,-0.5%,i,0.9,21.1%
COc1ccc(NC(=O)COC(=O)CCC2CCCCC2)cc1,x,0.3,62,i,11.3,x,0.9%,x,1.1%,i,1.3,x
Cc1ccc(N(CC(=O)NCc2ccco2)S(=O)(=O)c2ccccc2)cc1,-5.3%,-1.2,96,i,25.1,1,5.8%,3.1%,0.1%,i,0.6,-0.6%
c1csc(-c2noc(CN3CCOCC3)n2)c1,-6.2%,1.7,53,i,33.6,x,13.4%,x,-0.1%,i,0.6,7.8%
CCc1cccc(NC(=O)C2CCCN2S(=O)(=O)c2ccc3c(c2)n(C)c(=O)c(=O)n3C)c1 (centres undefined),-4.3%,2.2,72,i,9.9,x,15.0%,-1.5%,0.3%,i,0.3,5.8%
O=C(N1CCCC1)C12CC3CC(CC(C3)C1)C2,-7.3%,0.9,55,i,10.5,1.1,0.6%,-0.4%,0.9%,i,1.0,1.0%
COc1ccc(C2CC(c3ccc(Br)cc3)=NN2C(=O)CCC(=O)O)cc1OC (centres undefined),-1.4%,0.8,85,i,58.9,x,7.5%,0.7%,0.2%,i,0.7,10.0%

# Screening results: PubChem, several laboratories
